# Screening results as filed in PubChem BioAssay.
# D3 ag = D3 dopamine receptor (human) agonism; P35462; D3R DiscoveRx beta-arrestin cells, luminescence, 90 min; max activation, %; 410,000 compounds, 0.58% hits; in the data active means max activation above about 30%; further: 0% is about no effect; mostly tested at two doses, the higher about 12 µM
#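 Agonist-mode cell screen: cells plated at 1500/well and incubated overnight at 37 °C, then exposed to library compounds for 90 min at 37 °C. Detection reagent was added for 30–60 min at room temperature, and luminescence was read.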
# GLP-1R agonist = agonists of human GLP-1 receptor. P43220. HEK293 GLP-1R CRE-luciferase, luminescence, 4-6 h; cells express a hypersensitive GLP-1R form. Potency, µM (top dose mostly 45.6 µM), without a hit: at the top dose activation, usual class: activators. 380,000 compounds, 0.007% hits. AID 624172; further: potency means the concentration at half of the fitted maximal effect; % of control where 0% means no effect
# Target sequence (P43220 whole entry, looked up): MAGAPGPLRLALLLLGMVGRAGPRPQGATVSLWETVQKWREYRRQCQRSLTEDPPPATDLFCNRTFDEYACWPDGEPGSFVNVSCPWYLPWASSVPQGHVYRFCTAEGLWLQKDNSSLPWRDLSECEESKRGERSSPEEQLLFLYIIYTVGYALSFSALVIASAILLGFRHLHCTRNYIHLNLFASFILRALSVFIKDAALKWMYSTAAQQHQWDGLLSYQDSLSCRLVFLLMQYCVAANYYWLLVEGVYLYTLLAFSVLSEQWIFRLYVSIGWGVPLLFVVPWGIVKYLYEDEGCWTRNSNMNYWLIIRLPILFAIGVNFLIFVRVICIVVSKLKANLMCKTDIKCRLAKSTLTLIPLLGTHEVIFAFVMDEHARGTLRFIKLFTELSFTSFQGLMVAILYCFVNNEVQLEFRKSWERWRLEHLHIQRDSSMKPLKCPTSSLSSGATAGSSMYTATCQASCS
# WRN inhibitor = WRN helicase (human) inhibition; Q14191; WRN helicase unwinding, fluorescent forked duplex, kinetic; Potency, µM (titrated, usually from 114 µM), for inactives: at the top dose activity change, negative = inhibition, hits mostly inhibitors; 360,000 compounds, 0.46% hits; AID 651768; further: potency means the concentration at half of the fitted maximal effect; on the % scale 0 is the no-effect control and ±100 the full control effect; nearly all actives have a fitted effect of over 55% in size
#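 Kinetic fluorescence helicase assay: unwinding of a quenched forked DNA duplex (100 nM final) with 2 mM ATP final raises red fluorescence (525/598 nm). Compounds sat 15 min at room temperature with 20 nM WRN beforehand.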
# GLP1R cytotox = cytotoxicity counter-screen for GLP-1 receptor inverse agonists | HEK293 cAMP-luciferase reporter cells, luminescence, 24 h | Potency, µM (highest dose often 38.3 µM), without a hit: at the top dose activity change, negative = inhibition, actives largely listed as inhibitors | 410,000 compounds, 0.13% hits | AID 624418;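 further: loss of luciferase light is scored as toxicity; potency means the concentration at half of the fitted maximal effect; on the % scale 0 is the no-effect control and ±100 the full control effect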
#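 Step one: seed cells (200 cells/uL, DMEM with 10% Nu serum, 1% pen-strep). Step two: 12-hour incubation at 37 deg C. Step three: pin 23 nL compound, incubate 24 hr. Step four: add luciferase reagent, read luminescence 12 min later.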
# PI5P4Ka inh = inhibitors of human PI5P4K alpha; PI5P4Kalpha enzyme, ADP-Glo luminescence, 60 min; stronger effect = lower value; max response, %; 330,000 compounds, 1.2% hits; AID 652105; active means max response of -50% or lower; inconclusive means between -30% and -50%; inactive means -30% or higher; further: value at the top dose of about 77 µM; on the % scale 0 is the no-effect control and ±100 the full control effect
#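 Reactions run in 0.038 M HEPES pH 7.4, 0.28 mM EGTA, 0.1% CHAPS and 5% DMSO, with PI5P4Kalpha, substrate, compound and 5 microM ATP final, one hour at room temperature. Readout is ADP-Glo luminescence.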
# GLP1R inv ag = inverse agonists of human GLP-1 receptor | 410,000 compounds, 1.6% hits | Potency, µM (titrated, usually from 38.3 µM), inactives show at the highest dose activity change, negative = inhibition, hits mostly inhibitors | P43220 | HEK293 GLP-1R CRE-luciferase, luminescence, 24 h; GLP-1R form is constitutively active; further: potency means the concentration at half of the fitted maximal effect; on the % scale 0 is the no-effect control and ±100 the full control effect; nearly all actives have a fitted effect of over 55% in size
#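 Stable HEK293 clone (constitutively active GLP-1R + cAMP-response luciferase); 200 cells/uL plated, 12 h pre-culture, compound 24 hr, 37 deg C/5% CO2; detection reagent 12 min RT; luminescence.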
# D3 antag = antagonists of human D3 dopamine receptor | P35462 | D3R cells, DiscoveRx beta-arrestin luminescence, antagonist mode; stronger effect = lower value | max response, negative = inhibition, % | 360,000 compounds, 2.5% hits; in the data active means max response below about -50%; inconclusive means no clear call, values can overlap the other calls; further: on the % scale 0 is the no-effect control and ±100 the full control effect; mostly tested at two doses, the higher about 12 µM
#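 Cells plated overnight at 1500 cells/well, then exposed to library compounds with dopamine controls for 90 minutes at 37 degrees C. DiscoveRx reagent added for 30–60 minutes at room temperature; luminescence read, quantitative HTS format.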
# IL2 activator = activates IL-2 in a cell-based reporter assay | IL-2 activation reporter assay, cell-based qHTS; stimulated with anti-CD3/CD4/CD28 beads; in transgenic mouse T cells | activation, % (series mostly up to about 46 µM) | 360,000 compounds, 0.065% hits | AID 652025; in the data active means activation above about 50%; inconclusive means mostly about 30% to 49%; further: 0% is about no effect
#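 Unstimulated transgenic mouse T cells preincubated 60 min with compound, then stimulated with anti-CD3/anti-CD4-coated beads plus anti-CD28 for 18 h at 37 degrees C. IL-2 response read as EGFP and DsRed fluorescence by plate cytometry.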
# PLK1 PBD inh = PLK1 (human) polo-box domain binding inhibition | Potency, µM, for inactives: max response, negative = inhibition, hits mostly inhibitors | Plk1 PBD binding of FITC phosphopeptide, fluorescence polarization | 360,000 compounds, 2.8% hits | P53350; further: potency means the concentration at half of the fitted maximal effect; series mostly up to about 57 µM; on the % scale 0 is the no-effect control and ±100 the full control effect; nearly all actives have a fitted effect of over 65% in size
# Target sequence (P53350 whole entry, looked up, the tested form may be a part): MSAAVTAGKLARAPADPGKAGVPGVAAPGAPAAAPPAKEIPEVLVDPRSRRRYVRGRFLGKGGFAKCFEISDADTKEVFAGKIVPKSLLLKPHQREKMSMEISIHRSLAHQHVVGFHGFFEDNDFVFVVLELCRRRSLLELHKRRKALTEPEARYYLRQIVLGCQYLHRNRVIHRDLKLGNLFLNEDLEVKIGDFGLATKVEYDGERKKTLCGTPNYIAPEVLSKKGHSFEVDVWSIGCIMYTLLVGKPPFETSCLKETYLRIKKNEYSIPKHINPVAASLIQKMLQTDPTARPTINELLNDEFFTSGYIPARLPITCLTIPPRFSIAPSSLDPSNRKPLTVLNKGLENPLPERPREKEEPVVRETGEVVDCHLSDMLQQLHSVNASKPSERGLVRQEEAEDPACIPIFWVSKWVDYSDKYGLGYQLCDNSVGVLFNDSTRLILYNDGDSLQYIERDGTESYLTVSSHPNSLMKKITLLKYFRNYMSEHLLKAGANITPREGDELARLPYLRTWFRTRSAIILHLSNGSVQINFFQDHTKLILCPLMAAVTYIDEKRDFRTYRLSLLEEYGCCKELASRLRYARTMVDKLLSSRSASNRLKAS
# * hit, by the source's call; ? = inconclusive; · = no result given; & = joins results of further samples; [ ] = another dose, or the depositor's remark. Unless noted, the call rests on the fitted dose curve; in most records, active means well fitted curve in the direction sought with a large enough effect; inconclusive means small, poorly fitted or top-dose-only effect, or another doubt; inactive means no such curve, though single readings can be large; an effect the other way counts as inactive or inconclusive.
Structure	D3 ag	GLP-1R agonist	WRN inhibitor	GLP1R cytotox	PI5P4Ka inh	GLP1R inv ag	D3 antag	IL2 activator	PLK1 PBD inh
CCN(C(=O)Cn1c(Cl)nc2c1c(=O)n(C)c(=O)n2C)C1CCCCC1	1	-1%	1%	-3%	-4	-11%	-10	1.4	-8%
Cn1c(SCC(=O)NC2CC2)nnc1-c1cccc(NC(=O)c2ccccc2F)c1	6	-9%	-5%	-3%	-1	5%	-18	3.7	-2%
O=C(CSc1nnc(COc2ccccc2)o1)N1CCN(c2ccccc2)CC1	2	-3%	5%	-1%	·	-25%	6	-2.6	-1%
CC(=O)N1CCc2c(sc3c2c(=O)n(-c2ccc(F)cc2)c(=O)n3Cc2cc(C)ccc2C)C1	3	0%	·	2%	·	2%	·	·	·
CCOC(=O)[C@H]1[C@H]2COc3ccccc3[C@@H]2N2C(=O)c3cc(OC)ccc3NC(=O)[C@@]12C	5	21%	-7%	7%	0	-14%	-6	-1.0	-13%
Nc1c(C(=O)Nc2ccc(F)cc2)nnn1-c1cccc(C(F)(F)F)c1	5	5%	3%	-6%	13	-2%	5	-0.3	-5%
CCc1ccc(NC(=O)Cn2cnc3sc(C)c(S(=O)(=O)N4CCOCC4)c3c2=O)cc1	0	12%	11%	2%	0	?	-7	0.3	-13%
COc1ccc(CC(=O)N(CCC2=CCCCC2)c2c(N)n(Cc3ccccc3)c(=O)[nH]c2=O)cc1OC	-9	5%	-2%	-1%	3	-15%	8	-1.8	0%
O=C1CN(S(=O)(=O)c2cccc(C(=O)O)c2)c2ccccc2N1	-12	-4%	-15%	-3%	-7	10%	-10	1.9	-18%
CCC(CO)Oc1cc(NCc2ccccc2C(F)(F)F)c2ncn(C(C)C)c2c1 (centres undefined)	0	7%	-7%	-12%	-2	-4%	9	-0.5	-1%
CC(/C=C/c1ccccc1)=N\NC(=S)NC(C)C	-13	-9%	-4%	?	-2	?	-1	-0.7	-29%
NNC(=O)C1CC1(c1ccccc1)c1ccccc1 (centres undefined)	3	0%	1%	2%	1	?	25	0.2	4%

# (next part)
Structure	D3 ag	GLP-1R agonist	WRN inhibitor	GLP1R cytotox	PI5P4Ka inh	GLP1R inv ag	D3 antag	IL2 activator	PLK1 PBD inh
CCNC(=O)CC1C(=O)N(c2ccccc2)C(=O)N1Cc1ccc(OC)cc1 (centres undefined)	-5	2%	4%	-11%	·	-2%	3	-2.2	-10%
O=C(CSc1ccc(-c2ccccc2)nn1)N1CCOCC1	13	3%	11%	-11%	·	-7%	-2	-2.4	-12%
CCOC(=O)C(CCCP(=O)(c1ccccc1)c1ccccc1)(NC(C)=O)C(=O)OCC	-4	7%	20%	-12%	0	12%	-10	0.6	-15%
O=C(Cn1nc(-c2ccccc2)c2ccccc2c1=O)Nc1ccc(F)cc1	-20	-4%	?	-7%	5	-5%	3	0.1	1%
N#CCSc1nc2c(c(=O)n1Cc1ccco1)C1(CCCC1)Cc1ccccc1-2	0	7%	-15%	-12%	-11	5.6µM*	-10	1.4	?
Cc1cc(C)cc(NC(=O)Cn2c(=O)c3ccccc3n3nncc23)c1	2	0%	·	2%	·	-5%	·	·	·
COc1ccc(C(C)=O)cc1CN1C(=O)NC(c2ccccc2)(c2ccccc2)C1=O	-5	11%	?	15%	-4	-5%	-17	0.2	-3%
Cc1ccc2nc(-c3ccccc3)cc(C(=O)NCC3CCCO3)c2c1 (centres undefined)	2	9%	10%	4%	-1	?	9	-1.6	1%
CC1C(=O)N(Cc2cn(Cc3ccco3)nn2)CCS(=O)(=O)N1Cc1ccc(-c2ccc(F)nc2)cc1 (centres undefined)	4	5%	-22%	2%	?	12%	4	-2.4	-18%
COc1ccc(-c2cc(C(F)(F)F)nc(SCC(=O)N3CCCCC3)n2)cc1OC	7	0%	·	2%	·	25%	·	·	·
Cn1nc(C(F)(F)F)c(C(=O)Nc2ccc(F)cc2F)c1Oc1cccc(Cl)c1	-2	-1%	-7%	-3%	·	?	-5	-2.1	2%
Cc1ccsc1C1Nc2ccc3ncccc3c2C2=C1C(=O)CCC2 (centres undefined)	20	7%	-12%	-27%	·	0%	29	-2.2	-3%

# The results go on:
Structure	D3 ag	GLP-1R agonist	WRN inhibitor	GLP1R cytotox	PI5P4Ka inh	GLP1R inv ag	D3 antag	IL2 activator	PLK1 PBD inh
O=C(NCc1cccs1)C1CCN(S(=O)(=O)N2CCCC2)CC1	1	-1%	-8%[57.1 µM]	2%	·	11%	-22	-4.4	-7%
N#Cc1sc2nc(-c3cccs3)cc(-c3ccc(Cl)cc3)c2c1N	-8	-2%	-8%	63%[activator]	·	9%	32	-2.0	-16%
NC(=O)NN=C(C1CC1)C1CC1	-7	6%	-3%	-5%	0	13%	2	0.4	-6%
CNC(=O)CSc1nnc(COc2ccc(Cl)cc2)n1CCOC	-4	3%	4%	-4%	·	0%	1	-0.9	0%
COc1ccc(C(=O)N/C(=C/c2cccnc2)C(=O)N2CCOCC2)cc1OC	17	7%	-8%	5%	3	21%	1	0.8	-1%
CN(CCOc1ccccc1)S(=O)(=O)c1ccccc1C#N	-4	10%	3%	0%	-2	-14%	-13	-0.3	-6%
O=S1(=O)C=CC(Sc2nc3ccccc3[nH]2)C1 (centres undefined)	-4	3%	-1%	-5%	8	24%	15	0.2	-4%
CSc1nc(O)c(C(c2ccccc2Cl)c2c(O)nc(SC)[nH]c2=O)c(=O)[nH]1	5	-2%	-10%	0%	?	0%	1	1.2	-12%
CCCCCCn1c(=O)n2n(c1=O)C[C@]1(OC(=O)NCc3ccccc3)CN(S(=O)(=O)c3ccc(C)cc3)C[C@]1(O)C2	3	7%	-7%	-25%	6	-28%	22	-1.0	-3%
CCCCN(C)S(=O)(=O)c1ccc(C(=O)N=c2sc3cc(NC(C)=O)ccc3n2C)cc1	1	19%	0%	11%	3	-3%	?	-3.3	-20%
c1ccc(C2CCC(N3CCN(c4ccccc4)CC3)CC2)cc1 (centres undefined)	-6	-4%	-2%	16%	0	?	-52*	-0.7	-13%
CCC1CCCN1Cn1cnc2c([nH]c3ccc(C)cc32)c1=O (centres undefined)	0	0%	-19%[57.1 µM]	-5%[1.53 µM]	-3	?	-7	0.3	7%

# The listing continues.
Structure	D3 ag	GLP-1R agonist	WRN inhibitor	GLP1R cytotox	PI5P4Ka inh	GLP1R inv ag	D3 antag	IL2 activator	PLK1 PBD inh
O=C1CSC(=S)N1c1cccc(Cl)c1	-8	-3%	-9%	-1%	-7	?	-7	-3.1	?
CCc1ccc(C2CC(=O)Nc3c2c(=O)nc2c(C)cccn32)cc1 (centres undefined)	-2&-4	-2%	-4%	-1%[7.66 µM]	-1	9%[7.66 µM]	-2	-0.2	5%
CN(C)c1ccc(-c2csc(C(C)(O)c3ccccc3)n2)cc1 (centres undefined)	-6	12%	-13%	12%	6	-28%	-16	-0.2	-6%
COc1ccc(NC(=O)Nc2ccc(Cc3ccncc3)cc2)cc1OC	0	8%	-6%	-20%	0	7%	15	-0.7	2%
CC1=C([N+](=O)[O-])C(c2ccccc2Cl)NC(=O)N1C (centres undefined)	6	6%	6%	-14%	5	-11%	21	-2.4	-2%
COc1ccccc1CNc1cccc(C)n1	-5	7%	19%	-12%	2	-10%	9	-2.6	-6%
CC(NC(=O)C(c1ccccc1)c1ccccc1)C(=O)O (centres undefined)	2	6%	0%	-5%	·	3%	-15	-2.4	-2%
CCc1c(-c2ccccc2)[n+](=O)c2c(n1[O-])CCC2	3	-2%	4%	-2%	-8	4%	24	-1.1	4%
c1csc(Cc2nc(-c3ccc(-n4cccc4)cc3)no2)c1	-3	-5%	-9%	-3%	-1	-7%	-4	-2.9	3%
COC(=O)c1cccnc1NC(=S)NC1CCCCC1	-22	5%	-1%	-5%	10	32%[activator]	-7	-1.3	-12%
Cc1ccc(N(C(=O)Cn2nnc3ccccc32)C(C(=O)NCc2ccccc2)c2ccccn2)cc1 (centres undefined)	-1	-2%	-27%	-27%	-4	?	-27	-0.3	-15%
Cc1cc(C(=O)COC(=O)c2ccc[nH]c2=O)c(C)n1C1CC1	33*	0%	1%	2%	-3	-9%	8	-1.3	-3%

# More records
Structure	D3 ag	GLP-1R agonist	WRN inhibitor	GLP1R cytotox	PI5P4Ka inh	GLP1R inv ag	D3 antag	IL2 activator	PLK1 PBD inh
CSCCC(NC(=O)COc1ccccc1)C(=O)N1CCC(C(N)=O)CC1 (centres undefined)	-4	-1%	-3%	12%	10	20%	7	0.3	-3%
O=c1cc(CN2CCOCC2)c2ccc(O)c(O)c2o1	6	3%	8%	10%	4	16%	11	2.3	-10%
COc1ccc2c(c1)SC1=NCCS(=O)(=O)N12	8	-5%	-6%	-3%	·	0%	1	2.2	-23%
Cc1noc(C)c1C(=O)OCC(=O)NC(=O)NC12CC3CC(CC(C3)C1)C2	-2	9%	4%	4%	0	10%	11	-3.4	-7%
Cc1cc(C)c2nc3nc(C)c(C)cc3c(N)c2c1	-4	-2%	8%[11.6 µM]	·	0	?	1	-0.7	-7%
Cc1ccc(C(OCC(O)CNC(C)c2ccccc2)c2ccccc2)cc1 (centres undefined)	0	3%	-24%	?	24	?	-7	1.9	3%
COc1cc(Cn2c3ccc(NC(=O)CCc4cccnc4)cc3c(=O)n2C)ccc1F	4	3%	1%	4%	-2	-1%	8	-0.3	-5%
COc1cc(C2C(C(=O)/C=C/c3ccccc3)=C(O)C(=O)N2c2ccccn2)ccc1O (centres undefined)	0	-2%	-1%	-26%	3	-19%	4	0.4	-16%
CCCn1c(C)cc(/C=C(\C#N)C(=O)O)c1C	2	-2%	3%	5%	-16	1%	-2	1.0	-13%
CC(C)(C)c1ccc(C(=O)Nc2ccc(CN3CCS(=O)(=O)CC3)cc2)cc1	2	10%	-7%	-16%	-1	-62%	1	-1.2	4%
COc1ccc2c([N+](=O)[O-])c(Cl)[nH]c2c1	1	-5%	-20%[11.6 µM]	7%	-57*	40%[activator]	13	-4.1	-26%
O=C(CCc1ccc(S(=O)(=O)NCc2ccccc2)cc1)NCc1cccnc1	-7	-3%	-30%	3%	5	0%	4	0.0	-11%
